V1R ag counter: V1a receptor agonism, counter-screen for OXTR agonists. P37288. CHO-V1R cells, Fluo-8 calcium fluorescence, agonist mode; 0% DMSO, 100% 3 nM vasopressin. activation, % at 3 µM. 0.25% of 320,000 active. AID 2797;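 active = activation above the mean activation of all tested compounds plus 3 SD, per screening run, cut at about 20% in these data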;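 also: signal is peak over basal fluorescence ratio across a 100 second FLIPR read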
Target sequence (P37288 whole entry, looked up): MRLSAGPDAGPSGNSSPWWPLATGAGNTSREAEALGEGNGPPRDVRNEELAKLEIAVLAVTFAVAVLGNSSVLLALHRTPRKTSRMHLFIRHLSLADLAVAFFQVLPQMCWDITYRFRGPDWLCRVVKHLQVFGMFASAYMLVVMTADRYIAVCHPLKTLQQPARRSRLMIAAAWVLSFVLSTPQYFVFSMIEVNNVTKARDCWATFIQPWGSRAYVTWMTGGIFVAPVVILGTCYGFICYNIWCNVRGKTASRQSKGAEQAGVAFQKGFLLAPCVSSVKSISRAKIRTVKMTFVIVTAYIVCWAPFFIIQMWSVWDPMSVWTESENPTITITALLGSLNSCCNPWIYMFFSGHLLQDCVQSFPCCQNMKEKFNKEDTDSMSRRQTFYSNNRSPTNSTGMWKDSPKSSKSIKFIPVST
OXTR ag: human OXTR agonism. CHO-OTR cells, Fluo-8 calcium fluorescence; normalized: DMSO 0%, oxytocin 100%. activation, % at 3 µM. 0.32% of 320,000 active;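 active = activation above the mean of all tested compounds plus 3 SD, cutoff set per screening run, cut at about 20% in these data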;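 also: peak over basal fluorescence ratio from a 100 s FLIPR kinetic read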
Target sequence (P30559 whole entry, looked up): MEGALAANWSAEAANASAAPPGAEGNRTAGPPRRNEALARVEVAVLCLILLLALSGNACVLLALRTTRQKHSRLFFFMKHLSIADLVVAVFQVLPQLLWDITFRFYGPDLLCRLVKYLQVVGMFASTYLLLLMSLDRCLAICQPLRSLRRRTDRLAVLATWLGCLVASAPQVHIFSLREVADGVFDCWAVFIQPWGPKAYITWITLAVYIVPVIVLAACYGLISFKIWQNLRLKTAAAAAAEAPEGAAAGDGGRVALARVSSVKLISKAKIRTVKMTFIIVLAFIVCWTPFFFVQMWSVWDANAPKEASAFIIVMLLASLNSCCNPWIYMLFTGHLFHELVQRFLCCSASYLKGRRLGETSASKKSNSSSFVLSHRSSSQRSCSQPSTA
VIM-2 inhibitor: blocks Pseudomonas aeruginosa VIM-2 metallo-beta-lactamase; purified VIM-2, nitrocefin hydrolysis, epi-absorbance fluorescence; inhibition, % at 5.6 µM; 0.89% of 290,000 active; AID 1527;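 active = inhibition above the mean of all tested compounds plus 3 SD, cutoff set per screening run, cut at about 7.5% in these data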;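 also: red hydrolysis product quenches plate fluorescence so inhibitors raise well fluorescence; 0% = enzyme with DMSO and 100% = DMSO without enzyme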
GalR3 antagonist: blocks the human galanin receptor 3; inhibition, % at 3 µM; HEK293 GalR3-CNG cAMP membrane potential fluorescence; galR3 body fused to GalR1 C-terminus; O60755; 0.44% of 360,000 active;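 active = inhibition above the screen-wide average plus 3 SD, cut at about 13% in these data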;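 also: forskolin and galanin both at EC90 stimulate the cells; cAMP rise reported by CNG channel membrane potential dye signal; 0% = forskolin plus galanin with DMSO and 100% = forskolin alone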
Target sequence (O60755 1-299 limits assumed): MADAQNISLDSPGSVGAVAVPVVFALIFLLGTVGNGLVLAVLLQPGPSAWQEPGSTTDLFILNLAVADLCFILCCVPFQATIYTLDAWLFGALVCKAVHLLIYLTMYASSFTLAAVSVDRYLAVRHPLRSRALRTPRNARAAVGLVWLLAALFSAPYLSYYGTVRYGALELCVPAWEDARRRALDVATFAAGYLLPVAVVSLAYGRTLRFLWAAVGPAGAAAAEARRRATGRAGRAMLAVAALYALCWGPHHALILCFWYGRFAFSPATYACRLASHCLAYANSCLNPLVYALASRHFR
GPR7 antag: antagonists of human GPR7 (neuropeptides B/W receptor 1); GPR7-expressing cells, fluorescence antagonist assay; inhibition, % at 4.4 µM; 1.1% of 290,000 active; AID 1861; in the data active = inhibition above about 16%, passing the limit was not always enough;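 also: cells stimulated with the agonist NPW; 0% = agonist with vehicle and 100% = vehicle without agonist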
IMP-1 inh: blocks Pseudomonas aeruginosa IMP-1 metallo-beta-lactamase | 0.45% of 290,000 active | AID 1556 | inhibition, % at 5.6 µM | purified IMP-1, nitrocefin hydrolysis, epi-absorbance fluorescence;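 active = inhibition above the mean plus 3 SD of all compounds in the same screening run, cut at about 4.5% in these data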;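 also: 0% = IMP-1 with DMSO and 100% = DMSO wells lacking enzyme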
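System: purified recombinant IMP-1 beta-lactamase. Medium: Zinc- and detergent-supplemented HEPES buffer, pH 7.1. Compound: one 5.6 µM dose […]. Schedule: 15 min preincubation plus 25 min reaction at 25 °C. Technique: Epi-absorbance fluorescence, 480 nm excitation, 530 nm emission.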
FID counter: counter-screen for HCV NS3 helicase inhibitors: DNA intercalator displacement. DNA fluorescent intercalator displacement, fluorescence. inhibition, % at 7.9 µM. 0.17% of 290,000 active; in the data active = inhibition above about 37%;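 also: 0% = vehicle and 100% = reference compound; higher means more ethidium bromide displaced from hairpin DNA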
HCV NS3 hel inh: HCV NS3 helicase inhibition; NS3 helicase DNA unwinding, Cy5 molecular beacon fluorescence; inhibition, % at 10.9 µM; 0.56% of 290,000 active; AID 1800;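 active = inhibition above the mean of all tested compounds plus 3 SD, set per campaign, cut at about 35% in these data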;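 also: 0% = DMSO wells and 100% = thioflavine S control wells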
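Assay system: hepatitis C virus NS3 helicase domain fragment enzyme. Also added: annealed dual-labelled DNA beacon duplex, ATP-started. Timing: 1 h reaction at 25 °C, ATP-initiated. Technique: Cy5 fluorescence at 0 and 60 min, beacon hairpin quenching. Evaluation: % inhibition of unwinding. Replication: one well per compound.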
PHOSPHO1 block: blocks human PHOSPHO1 phosphatase activity | 1.1% of 290,000 active | inhibition, % at 13.3 µM | recombinant PHOSPHO1, absorbance phosphatase assay | AID 1565; in the data active = inhibition above about 60%
* hit, by the source's call; nt = not tested or not shown.

SMILES	V1R ag counter	OXTR ag	VIM-2 inhibitor	GalR3 antagonist	GPR7 antag	IMP-1 inh	FID counter	HCV NS3 hel inh	PHOSPHO1 block
Cc1ccc(S(=O)(=O)Nc2nsc(N)n2)cc1	0.1	0.0	-3.3	-2	-2	-3.0	-10	11	9
CCC(C(=O)OCCOCCN(CC)CC)c1ccccc1 (stereo unspecified)	-0.5	0.0	-3.4	-3	-10	-2.0	4	-10	28
CN(C(=O)COC(=O)c1cnc(Cl)c(Cl)c1)C1CCS(=O)(=O)C1 (stereo unspecified)	0.6	0.1	-6.3	0	-8	-3.8	-5	-5	-24
CCN(CC)c1ccc(NC(=O)CN2CCN(S(=O)(=O)c3cc(Cl)ccc3OC)CC2)cc1	6.5	10	-2.9	-5	7	-3.0	-11	-9	93*
O=S(=O)(Nc1ccc(S(=O)(=O)N2CCOCC2)cc1)c1ccccc1	-0.3	1.1	-1.3	-1	-6	-4.5	-2	1	29
CC(=O)Nc1ccc2nc(-c3ccncc3)[nH]c2c1	0.3	2.1	-1.5	-3	2	-2.0	0	4	14
O=C(Nc1ccccc1)c1cc2ccc3ccccc3c2s1	2.3	-0.3	-2.1	-1	-23	-2.3	0	-5	37
Cc1ccc([N+](=O)[O-])c2c1C(N1CCCCC1)C(C)(C)O2 (stereo unspecified)	-1.3	-2.1	-0.3	1	2	-0.1	0	-4	32
COc1ccc(OCC(=O)NC(=S)Nc2ccc(S(=O)(=O)Nc3cc(C)on3)cc2)cc1	0.0	0.2	-4.9	-3	-3	-6.1	-56	-1	-58
CCOc1ccc(NC(=O)C2CCN(C(=O)N3CCOc4ccccc43)CC2)cc1	0.8	0.0	-1.7	nt	5	-5.3	-43	-1	31
O=C(O)C1Cc2ccccc2CN1S(=O)(=O)c1ccc2ccccc2c1 (stereo unspecified)	0.0	-0.4	-0.6	-5	-7	-1.9	-41	4	23
CCCn1c(=O)c2ccccc2n2c(SC(C)C(N)=O)nnc12 (stereo unspecified)	0.0	-0.1	-0.4	-6	2	-4.8	-8	-6	24
Clc1ccc(SCc2cn3cccnc3n2)cc1	1.1	-0.8	-1.6	-4	3	-2.4	2	0	21
c1ccc(Nc2nc(-c3ccccc3)ns2)cc1	-1.1	-1.5	-1.8	-9	-8	-1.5	-9	-6	-13
O=S(=O)(NCC1CCCO1)c1ccc(S(=O)(=O)N2CCc3ccccc3C2)cc1 (stereo unspecified)	1.5	0.9	-2.6	-3	-17	-2.8	-9	-5	14
O=C(NCCCNC(=O)c1ccc(-c2cccc(Cl)c2)o1)c1cnccn1	-0.3	-0.5	-0.7	-3	1	-0.6	-18	18	-33
CCN(CC)S(=O)(=O)c1ccc(Nc2nc3ccccc3n3nnnc23)cc1	0.3	0.4	-0.4	1	0	-1.1	-10	-19	15
Cc1ccc(NC(=O)n2ncc3c(C)cccc32)cc1F	0.0	-0.2	0.0	-10	2	-0.7	2	-11	30
COc1ccc(C2C(C(=O)OCC(=O)N3CCCCC3)CCC(=O)N2c2ccc(OC)cc2)cc1 (stereo unspecified)	1.3	0.2	-2.0	-3	-11	-1.9	-41	15	68*
COc1cccc(CN2CCN(C(=O)c3cc(-c4ccccn4)nc4ccc(Cl)cc34)CC2)c1	0.1	-1.1	-3.3	2	-14	-3.6	-14	-2	42
Cc1c(N=C2NC(=O)/C(=C/c3ccc(O)cc3)S2)c(=O)n(-c2ccccc2)n1C	1.5	1.0	-0.8	3	-1	-1.6	-8	-3	2
CCOc1ccc(NC(=O)CSc2nnc(Cc3csc(C)n3)o2)cc1	0.8	-0.2	-3.5	-3	-16	-3.4	-17	0	38
COc1ccccc1NS(=O)(=O)c1ccc(Cl)c(NC(=O)CN2C(=O)c3ccccc3C2=O)c1	3.1	4.8	-2.5	3	-9	-3.0	-5	-7	-15
COc1cccc(NC(=O)CSc2ncnc3c2cnn3Cc2ccccc2)c1	2.7	4.3	-5.0	-4	3	-3.0	1	4	-2
COC(=O)c1ccncc1C(=O)Nc1ccc(OC)cc1	0.6	-0.6	-1.0	nt	-1	-1.0	6	0	8
Cc1c(CCO)c(=O)[nH]n1C(=O)c1c(F)cccc1F	0.3	0.3	-4.3	1	-11	-0.9	2	-4	-3
Cc1cc(N2CCN(C)CC2)nc2ccc(NC(=O)CCC3CCCC3)cc12	0.0	0.2	-0.5	-11	-11	-0.5	14	-110	20
O=C(COC(=O)CNS(=O)(=O)/C=C/c1ccccc1)Nc1cc(S(=O)(=O)N2CCCCC2)ccc1Cl	5.7	5.3	-1.6	-7	-12	-3.5	-6	-8	21
COc1cc(CCC(=O)OCC(=O)Nc2c(C)cc(C)cc2C)cc(OC)c1OC	-0.3	-1.9	-3.7	2	-5	-1.8	-28	-9	0
CCOC(=O)C1=C(CSc2nncn2C)NC(=O)NC1c1cc(OCC)ccc1OCC (stereo unspecified)	-0.4	0.6	-4.7	-2	-10	-5.3	-21	-4	-12

Shown as a hit in PHOSPHO1 block (from the list above):
compound,VIM-2 inhibitor,GalR3 antagonist,GPR7 antag,IMP-1 inh,HCV NS3 hel inh,PHOSPHO1 block
CCN(CC)c1ccc(NC(=O)CN2CCN(S(=O)(=O)c3cc(Cl)ccc3OC)CC2)cc1,-2.9,-5,7,-3.0,-9,93*
COc1ccc(C2C(C(=O)OCC(=O)N3CCCCC3)CCC(=O)N2c2ccc(OC)cc2)cc1 (stereo unspecified),-2.0,-3,-11,-1.9,15,68*

(cont.)
SMILES	V1R ag counter	OXTR ag	VIM-2 inhibitor	GalR3 antagonist	GPR7 antag	IMP-1 inh	FID counter	HCV NS3 hel inh	PHOSPHO1 block
CCC(=O)Nc1nnc(SCC(=O)NCCc2ccc(OC)c(OC)c2)s1	0.2	2.2	-1.6	-3	-7	-0.7	-3	12	4
CN1C(C(=O)NCc2ccccc2)CC2Cn3c(nc4cc5ccccc5cc43)C21 (stereo unspecified)	3.7	4.3	nt	-7	nt	nt	nt	nt	39
CNC(=S)NNC(=O)c1sccc1C	1.3	-0.4	-2.1	-1	-10	-4.0	7	0	1
O=C(Nc1ccc(Oc2c(F)c(F)c(F)c(F)c2F)cc1)OC1CCN2Cc3ccccc3N=C12 (stereo unspecified)	2.1	0.5	-0.1	nt	-6	-1.4	-2	-17	14
CC(=O)C1=C(c2ccccc2)NC(=S)NC1c1cc(Cl)c(OC(C)C)c(Cl)c1 (stereo unspecified)	16	20*	-4.5	-4	29*	-4.8	-19	6	-6
O=c1c2cn[nH]c2nc(SCc2cc(=O)n3cc(Br)ccc3n2)n1-c1ccc(Br)cc1	-0.8	-1.4	-0.2	5	-14	-1.7	-6	7	-13
O=c1c2cc3c(cc2[nH]c(=S)n1CCN1CCOCC1)OCO3	3.2	-0.1	-1.8	0	-4	1.4	-3	-3	-75
COc1cccc2sc(Nc3nnc(-c4ccc(F)cc4)o3)nc12	2.2	-0.3	-3.3	4	-18	-3.6	-21	-3	-46
Cc1ccc(OCC(=O)N/N=C\c2cn(C)c3ccccc23)c([N+](=O)[O-])c1	-0.8	-0.3	-2.3	-6	2	-2.5	-2	-5	-9
CCOC(=O)C1CCN(C(=O)Cn2cc(C(=O)c3ccco3)c3ccccc32)CC1	2.5	0.7	-1.9	1	-7	-1.5	-9	-3	-22
COc1ccccc1NC(=O)CN1CCOCC1	-0.6	-0.1	0.4	-10	-13	-0.3	-4	-3	18
CCn1c(=O)n(Cc2ccco2)c(=N)c2c3c(sc21)COC(C)(C)C3	0.0	-1.1	-1.4	-4	-6	-1.6	-3	-3	63*
CCNC(=S)NNC(=O)c1cc(C)on1	0.5	0.7	0.4	-6	-8	-3.9	-4	4	30
CC(=O)Nc1ccc(OS(=O)(=O)c2ccccc2C)cc1	0.5	1.6	0.4	-5	-7	-2.5	1	-2	37
Cc1ccc(-c2nc(C3CCN(S(C)(=O)=O)CC3)no2)cc1	1.8	-0.1	-2.0	-3	1	-0.5	-13	-3	26
CC(=O)c1cccc(NC(=O)COC(=O)COc2c(Cl)cc(Cl)c3ccc(C)nc23)c1	0.2	-1.6	0.6	-2	-5	-3.0	-4	6	-3
Cc1c(NC(=O)C(c2ccccc2)c2ccccc2)cccc1C(=O)O	-0.7	0.6	1.0	-6	-6	-1.8	-7	-3	28
O=C(CSc1ccc2c(c1)OCCO2)NCC1CCCO1 (stereo unspecified)	1.2	0.2	-2.0	-5	27*	0.8	-8	0	-11
CCc1ccccc1OCC(=O)NC1CCCC1	nt	nt	-0.8	-2	-13	-2.9	-17	49*	-10
O=C1c2cccc3cccc(c23)C(=O)N1c1ccc(O)cc1	-0.8	0.3	8.4*	-8	-10	-3.2	-3	24	-1
NS(=O)(=O)c1ccc(NS(=O)(=O)c2ccc(Br)cc2)cc1	0.0	0.0	-1.8	-8	-13	-2.9	1	0	30
O=C1C(Cl)=C(N2CCOCC2)C(=O)N1c1ccccc1	0.5	-0.1	-2.0	0	-7	-3.4	1	1	17
CS(=O)(=O)NC1CCN(Cc2ccccc2)CC1	0.7	0.8	-0.4	-4	-15	-0.7	9	3	24
CN(C)S(=O)(=O)c1cccc(NC(=O)CCSc2ccc(Cl)cc2)c1	6.9	6.8	-2.1	-8	-1	-0.2	-12	-7	16
Cc1cc(C)n(-c2nc(NCCC(C)C)c3c4c(sc3n2)COC(C)(C)C4)n1	nt	nt	-2.0	-8	7	-3.4	-7	7	-25
Cc1occc1C(=O)NNC(=S)Nc1ccccc1	0.3	0.1	-3.3	-4	6	-2.6	2	7	7
CNC(=O)c1cc(S(=O)(=O)Nc2ccc3c(c2)OCCO3)ccc1C	1.9	2.5	2.0	-7	-17	-1.7	-3	-3	10
Cc1ccc(C(=O)Nc2ccc(O)c(C(=O)O)c2)o1	1.3	0.1	0.7	0	-10	-3.6	4	1	12
CC(C)CNC(=O)CC(NCC(C)C)C(=O)O (stereo unspecified)	0.4	0.1	-2.7	nt	-9	-5.3	5	15	-12
CCc1nc2ccccc2c(C(=O)OC2CCOC2=O)c1C (stereo unspecified)	-1.6	-1.7	2.2	-2	-14	-2.6	-2	8	-7

The last 2 entries of the section before are carried over, then new ones follow:
SMILES	V1R ag counter	OXTR ag	VIM-2 inhibitor	GalR3 antagonist	GPR7 antag	IMP-1 inh	FID counter	HCV NS3 hel inh	PHOSPHO1 block
CC(C)CNC(=O)CC(NCC(C)C)C(=O)O (stereo unspecified)	0.4	0.1	-2.7	nt	-9	-5.3	5	15	-12
CCc1nc2ccccc2c(C(=O)OC2CCOC2=O)c1C (stereo unspecified)	-1.6	-1.7	2.2	-2	-14	-2.6	-2	8	-7
O=C(NCC1CCCO1)c1sc2ccccc2c1Cl (stereo unspecified)	-0.5	-1.7	-2.4	-10	0	-3.2	-15	-20	9
Nc1c(C(=O)c2ccc(Cl)cc2)sc2c1c(=O)[nH]c(=O)n2-c1ccccc1	-0.9	-2.2	-1.9	-1	5	-3.0	-6	9	-9
O=C(Nc1ccc(F)cc1)c1cccc2c1C(=O)N(CC1CCCO1)C2 (stereo unspecified)	-0.7	-1.4	-1.4	nt	-6	-3.9	-24	2	18
CN(CC(=O)NCc1ccco1)S(=O)(=O)c1ccc(F)cc1	1.3	1.9	-0.1	-8	-10	0.1	0	-4	20
COc1ccc(CNC(=O)CN(C(=O)CCC(=O)Nc2ccccn2)c2ccc3c(c2)OCO3)cc1	-0.5	-0.9	-4.8	-9	-11	-2.1	-43	9	27
CCOC(=O)C1=C(C)OC(N)=C(C#N)C1c1c(C)nn(-c2ccccc2)c1Cl (stereo unspecified)	-1.0	-2.0	-2.1	-3	-6	-2.1	-14	-7	4
